Bioassay records from PubChem BioAssay.
NPSR antagonist – qHTS Assay for Antagonists of the Neuropeptide S Receptor: cAMP Signal Transduction | Q6W5P4 | CHO-NPSR cells, cAMP TR-FRET, antagonist mode | Potency, µM (series often up to 38.3 µM), for inactives: at the top dose activity change, negative = inhibition, actives largely listed as inhibitors | 220,000 compounds, 1% hits | AID 1461, 2008; further: potency means the concentration at half of the fitted maximal effect; on the % scale 0 is the no-effect control and ±100 the full control effect; nearly all actives have a fitted effect of over 50% in size; many of its hits are not listed in these tables
Target sequence (Q6W5P4 whole entry, looked up): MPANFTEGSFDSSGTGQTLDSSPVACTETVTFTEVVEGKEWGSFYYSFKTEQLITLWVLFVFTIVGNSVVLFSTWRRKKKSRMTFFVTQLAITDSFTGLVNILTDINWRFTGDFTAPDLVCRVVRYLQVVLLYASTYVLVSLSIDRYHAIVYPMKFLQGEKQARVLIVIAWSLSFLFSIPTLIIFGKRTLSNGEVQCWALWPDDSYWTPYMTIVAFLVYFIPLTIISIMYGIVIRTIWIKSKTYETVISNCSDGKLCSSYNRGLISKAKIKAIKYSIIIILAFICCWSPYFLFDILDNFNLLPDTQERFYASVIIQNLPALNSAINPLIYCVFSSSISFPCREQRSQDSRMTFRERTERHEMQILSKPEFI
HttQ103 aggreg – qHTS Multiplex Assay to Identify Dual Action Probes in a Cell Model of Huntington: Aggregate Formation (GFP); Potency, µM (top dose mostly 46.1 µM), without a hit: at the top dose activity change, negative = inhibition, usual class: inhibitors; AID 1688, 2009; 220,000 compounds, 1.1% hits; PC12 HttQ103-GFP aggregates, Acumen cytometry, 40 h; further: potency means the concentration at half of the fitted maximal effect; on the % scale 0 is the no-effect control and ±100 the full control effect; nearly all actives have a fitted effect of over 60% in size
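Quantitative HTS on tebufenozide-induced (100 nM) PC12 cells stably expressing polyQ103 Huntingtin exon 1–GFP. Reduction of bright GFP aggregates, detected by laser scanning cytometry after lysis, identified actives across the titration.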
Epigenetic reg – Quantitative High-Throughput Screen for Regulators of Epigenetic Control; Potency, µM (highest dose often 53.9 µM), inactives show top-dose GFP activation, usual class: activators; 280,000 compounds, 0.2% hits; murine LDR cells, GFP reporter derepression, 30 h; further: potency means the concentration at half of the fitted maximal effect; % of control where 0% means no effect; nearly all actives have a fitted effect of over 60% in size
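In this reporter-derepression format, murine cells bearing a silenced integrated CMV-GFP locus incubate with test compound (30 h, 37 C), then are washed and imaged; fluorescent objects of 20–120 um count as induced cells.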
Luc counter – Counterscreen for Luciferase (Kinase-Glo TM) Inhibition; 200,000 compounds, 0.28% hits; Potency, µM (doses to about 38.3 µM), inactives show at the top dose activity change, negative = inhibition, hits mostly inhibitors; Luciferin 4-monooxygenase (Photuris pensylvanica), Q27757; Kinase-Glo luciferase, ATP luminescence, 8 min; further: potency means the concentration at half of the fitted maximal effect; on the % scale 0 is the no-effect control and ±100 the full control effect; nearly all actives have a fitted effect of over 60% in size
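Substrate mix (final 50 mM imidazole pH 7.2, 50 mM KCl, 7 mM MgCl2, 10 uM ATP, 0.01% Tween 20, 0.05% BSA) plus pin-tool compound, then Kinase-Glo detection mix; 8 min ambient, luminescence read.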
CBFb RUNX1 block – qHTS Assay for Compounds Blocking the Interaction Between CBF-beta and RUNX1 for the Treatment of Acute Myeloid Leukemia; Runt-related transcription factor 1 (Homo sapiens) + Core-binding factor subunit beta …; AlphaScreen CBFb-His/RUNX1-biotin binding, biochemical; Potency, µM (doses to about 59.8 µM), for the others: at the highest dose activity, negative = inhibition, most hits filed as inhibitors; 230,000 tested, under 10 active; AID 1477, 2009; further: % of control where 0% means no effect
Target sequence (Q01196 whole entry, looked up): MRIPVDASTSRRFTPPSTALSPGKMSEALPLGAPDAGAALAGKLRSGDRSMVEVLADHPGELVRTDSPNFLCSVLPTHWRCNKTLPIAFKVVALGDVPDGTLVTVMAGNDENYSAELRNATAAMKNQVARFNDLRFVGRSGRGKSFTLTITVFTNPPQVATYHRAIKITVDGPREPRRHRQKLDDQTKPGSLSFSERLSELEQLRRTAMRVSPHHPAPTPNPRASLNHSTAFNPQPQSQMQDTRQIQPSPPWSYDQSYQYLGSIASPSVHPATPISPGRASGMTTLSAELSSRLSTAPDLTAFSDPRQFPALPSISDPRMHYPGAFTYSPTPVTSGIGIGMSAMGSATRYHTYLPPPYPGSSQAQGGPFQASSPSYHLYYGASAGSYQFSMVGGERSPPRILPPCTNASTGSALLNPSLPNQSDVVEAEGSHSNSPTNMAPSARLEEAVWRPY
Target sequence (Q13951 whole entry, looked up): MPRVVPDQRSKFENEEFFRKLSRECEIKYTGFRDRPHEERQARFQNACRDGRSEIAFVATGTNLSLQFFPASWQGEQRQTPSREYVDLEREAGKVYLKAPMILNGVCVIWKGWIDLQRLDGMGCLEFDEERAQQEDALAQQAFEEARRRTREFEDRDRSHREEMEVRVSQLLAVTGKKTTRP
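Interaction loss through any mechanism counts as activity. Pre-formed complex of His-CBF-beta and biotin-RUNX1 (30 nM apiece) is incubated with compound 15 min, then with 50 ng nickel and 50 ng streptavidin beads for 90 min before AlphaScreen detection.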
LMNA splice mod – qHTS Assay for Modulators of Lamin A Splicing; HeLa LMNA splicing GFP/RFP minigene ratio, 48 h; Potency, µM (titrated, usually from 46.1 µM), without a hit: top-dose ratio change, negative = inhibition, hits mostly inhibitors; 200,000 compounds, 0.01% hits; active means well fitted inhibition curve with a large enough effect in the signal ratio, with a control signal flat, not every such curve was filed as active; inconclusive means small, poorly fitted or top-dose-only effect, or effect the other way, or a change in a side signal; the % refers to the signal ratio; further: potency means the concentration at half of the fitted maximal effect; on the % scale 0 is the no-effect control and ±100 the full control effect
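Read-out is the ratio of GFP to DsRed2 object intensity, acquired by 488 nm laser-scanning cytometry on HeLa lamin A-EGFP minigene reporter cells. Compound incubation 48 hrs at 37 °C in Opti-MEM with 2% FBS; DMSO 0.5% final.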
IMPase Li inh – qHTS Assay for Identifying the Cell-Membrane Permeable IMPase Inhibitors: Potentiation with Lithium; CHO-M1 cells, IP1 TR-FRET (IP-One), carbachol + lithium; Potency, µM (highest dose often 59.4 µM), inactives show top-dose activity, negative = IMPase inhibition, hits mostly inhibitors; 210,000 compounds, 0.35% hits; AID 1457, 2008;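 further: IP1 builds up when IMPase is blocked and the TR-FRET signal falls; potency means the concentration at half of the fitted maximal effect; plate controls were basal vehicle for no effect and high inhibitor control for full effect; nearly all actives have a fitted effect of over 50% in size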
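Test compounds were applied to CHO-M1 cells previously cultured for 16–30 h at 2000 per well. A small lithium amount accompanied them; after 30 min at 37C, IP1 was quantified by TR-FRET.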
Starred values were filed as active, the others as inactive; u = inconclusive; x = no result given; [ ] = remark or other dose. Unless noted, the call rests on the fitted dose curve; in most records, active means well fitted curve in the direction sought with a large enough effect; inconclusive means small, poorly fitted or top-dose-only effect, or another doubt; inactive means no such curve, though single readings can be large; an effect the other way counts as inactive or inconclusive. A portion of the library, so the mix of outcomes need not match the whole.

SMILES | NPSR antagonist | HttQ103 aggreg | Epigenetic reg | Luc counter | CBFb RUNX1 block | LMNA splice mod | IMPase Li inh
Cc1nnc(SCc2ccc(F)cc2)s1 | 4%[46.1 µM] | 3% | 4.9% | -5% | 1% | 9% | -3%[38.3 µM]
Cc1cccc(N2CCN(C(=O)C3CCN(S(=O)(=O)N4CCOCC4)CC3)CC2C)c1 (configuration not stated) | 14% | -8% | 4.5% | 4% | 2% | x | -7%
COc1cccc(Nc2nnc(SCN3C(=O)c4ccccc4C3=O)s2)c1 | 6% | 12% | 5.3% | 5% | -6% | -7% | -3%
CC(COc1cccc2ccccc12)CN1CCN(C)CC1 (configuration not stated) | 11%[46.1 µM] | -8% | 1.8% | -4% | 0% | 11% | 0%[38.3 µM]
O=C(Nc1cccc(-c2cn3ccccc3n2)c1)c1ccccc1 | -5% | 3% | 1.1% | 0% | 7% | u | 7%
COc1cc(C2C(C#N)=C(N)Oc3c2ccc2ccccc32)ccc1OCC(=O)Nc1cccc(C)c1 (configuration not stated) | -11% | -9% | -1.0% | 0% | 12% | u | -2%
COC(=O)c1[nH]c2ccc(C)cc2c1NC(=O)C1=COCCO1 | -7%[46.1 µM] | 7% | 0.0% | 2% | -1% | 2% | -2%[38.3 µM]
O=c1[nH]ncc(N2CCN(Cc3ccccc3)CC2)c1Cl | -3% | 43%[9.22 µM] | 1.1% | -2% | 4% | -18%[46 µM] | -1%
Cc1cccc(CSC2=NCCN2C(=O)c2ccc(S(=O)(=O)N(C)C)cc2)c1 | -11% | 2% | 3.4% | -4% | u | x | 3%
Cc1ccc(SC[C@H](c2ccccc2)N2CCN(C)CCC2=O)cc1 | -27% | 8%[9.22 µM] | -0.9% | x | 10% | x | x
COc1ccc(OC)c(/C=N/NC(=O)CCN2CCN(C(c3ccccc3)c3ccccc3)CC2)c1 | -29%[46.1 µM] | -1% | 0.0% | 0% | -1% | u | 13%
Cc1nc(CN2CCN(C(=O)CCc3nnc(Cc4c[nH]c5ccccc45)o3)CC2)cs1 | -14% | 11% | -5.7% | 3% | 11% | x | -4%
O=C1CC(N2CCN(c3ccc(O)cc3)CC2)C(=O)N1c1ccc2c(c1)OCO2 (configuration not stated) | 7% | 7%[9.22 µM] | -0.7%[10.1 µM] | -2% | -2% | -1%[46 µM] | 5%
COc1ccc2nc(C)cc(SCC(=O)NNC(=O)COc3ccc(C)cc3)c2c1 | u | 15% | 0.0% | 3% | 3% | 3% | u
CCOC(=O)Cc1cc(=O)[nH]c(/N=C(\N)Nc2ccc(C)c(C)c2)n1 | -8% | 2%[9.22 µM] | -1.0% | 2% | 5% | u | 10%
S=C(NC1CCCC1)N1CCN(C/C=C/c2ccccc2)CC1 | 1% | u | 0.0% | 0% | 20% | x | 21%
O=C1CCC(=O)c2oc3ccccc3c2N1 | 9%[46.1 µM] | -5% | 0.8% | 1% | 5% | 4% | 7%[38.3 µM]
C/C=C(/C)C(=O)O[C@@H]1c2cc3c(c(OC)c2-c2c(cc(OC)c(OC)c2OC)[C@@H](OC(C)=O)[C@@H](C)[C@H]1C)OCO3 | -17% | u | 2.0% | x | 6% | x | x
CC(C)C(c1nnnn1Cc1ccc(F)cc1)N1CCN(Cc2ccc3c(c2)OCO3)CC1 (configuration not stated) | u | -7% | 1.7% | -8% | -3% | -2% | 18%[38.3 µM]
O=C(OCC(=O)N1CCCCCC1)c1cccs1 | -2%[46.1 µM] | -17% | 0.0% | -9% | 5% | -5% | 10%
Cc1ccc(-n2c(N)c(C(N)=O)sc2=S)c(C)c1 | -15%[46.1 µM] | 3% | 0.9% | x | 5% | 9% | x
Cc1ccc(N2C(=O)CC(Nc3cccc4ccccc34)C2=O)cc1 (configuration not stated) | 25% | -10%[9.22 µM] | -1.0% | x | 10% | x | x
O=c1c2c3c(sc2nc(N2CCNCC2)n1CCc1ccccc1)CCCCC3 | -12% | -17%[9.22 µM] | -1.5% | x | 0% | x | x
Cc1ccccc1C(=O)N1CCN=C1SCc1ccc([N+](=O)[O-])cc1 | -25% | -3% | -4.0% | 1% | -13% | u | 6%
O=Cc1cn(CC(=O)N2CCCCCC2)c2ccccc12 | -2% | -14%[9.22 µM] | 0.0% | x | 7% | x | x
Cc1noc(C)c1S(=O)(=O)N1CCC(C(=O)NCCN2CCC(C)CC2)CC1 | 1%[46.1 µM] | 8% | 5.2% | -5% | -3% | 9% | 26%[38.3 µM]
CSc1ccc(-c2nnn(CC(=O)NCc3ccccc3)n2)cc1 | 11%[46.1 µM] | 8% | -2.1% | 0% | 9% | -22% | -19%[38.3 µM]
CCCN1C=CC(=C/C=C(\C#N)C(=O)OCC)C=C1 | u | -24% | u | 0% | -7% | u | 48%[activator][38.3 µM]
Cc1ccc(-n2nc(C)c(C3C(C#N)=C(N)OC4=C3C(=O)CCC4)c2Cl)cc1 (configuration not stated) | 5%[7.67 µM] | 0% | 0.3% | -2% | 2% | -2% | 5%[38.3 µM]
COc1ccc(C)cc1NS(=O)(=O)c1cn(C)nc1C | 3% | 2%[9.22 µM] | 1.3% | -2% | 4% | x | 3%
CCCC(O)(CCC)C(=O)NN(C(=O)OC)c1ccccc1 | 6% | -13% | 0.0% | 5% | 7% | -3% | 8%
CC1=C(C(=O)OC(C)C)C(c2ccc(F)cc2)NC(=O)N1 (configuration not stated) | 4%[46.1 µM] | -3% | 0.9% | 3% | 9% | -9% | 2%
N/C(=N\OC(=O)CCC1CCCC1)c1ccncc1 | 6% | -3%[9.22 µM] | -1.9%[10.1 µM] | 0% | 2% | x | -5%
O=C(Nc1nncs1)c1cc2c(s1)CCC2 | -9% | -16% | -3.4% | -4% | 4% | u | -12%
Cc1ccccc1OCCCC(=O)Nc1ccc(Br)cc1 | -7%[46.1 µM] | 2% | 0.0% | 3% | 15% | 0% | 14%[38.3 µM]
Cc1ccc(OCC(=O)c2ccc(Cl)s2)c([N+](=O)[O-])n1 | -14% | 22% | u | -8% | -18% | -20%[46 µM] | 19%

A draw from above in order of number of heavy atoms, ascending:
SMILES | NPSR antagonist | HttQ103 aggreg | Epigenetic reg | Luc counter | CBFb RUNX1 block | LMNA splice mod | IMPase Li inh
N/C(=N\OC(=O)CCC1CCCC1)c1ccncc1 | 6% | -3%[9.22 µM] | -1.9%[10.1 µM] | 0% | 2% | x | -5%
COc1ccc(C)cc1NS(=O)(=O)c1cn(C)nc1C | 3% | 2%[9.22 µM] | 1.3% | -2% | 4% | x | 3%
Cc1ccccc1OCCCC(=O)Nc1ccc(Br)cc1 | -7%[46.1 µM] | 2% | 0.0% | 3% | 15% | 0% | 14%[38.3 µM]
Cc1ccc(-n2nc(C)c(C3C(C#N)=C(N)OC4=C3C(=O)CCC4)c2Cl)cc1 (configuration not stated) | 5%[7.67 µM] | 0% | 0.3% | -2% | 2% | -2% | 5%[38.3 µM]

(listing goes on)
SMILES | NPSR antagonist | HttQ103 aggreg | Epigenetic reg | Luc counter | CBFb RUNX1 block | LMNA splice mod | IMPase Li inh
CC(C)N(C(=O)COC(=O)c1cc(Cl)cc(Cl)c1N)C(C)C | u | 9% | 0.0% | -4% | 10% | 13% | 10%[38.3 µM]
C[C@@H]1C=C[C@](Cc2ccccc2)(C(=O)O)N1C(=O)c1ccccc1 | x | x | 1.3% | 0% | -3% | x | -8%
C/C(=N\NC(=O)c1ccc(OC2CCCC2)cc1)c1ccc(C)s1 | -1%[46.1 µM] | 4% | 0.0% | -3% | -1% | -1% | 1%[38.3 µM]
CC(=O)COc1ccc2c3c(c(=O)oc2c1C)CCCCC3 | -29%[46.1 µM] | u | -1.1% | 0% | 7% | -4% | 38%[activator][38.3 µM]
Cc1cc(=O)oc(C)c1C(=O)NCc1ccco1 | 0%[46.1 µM] | -1% | 1.6% | 1% | -18% | 10% | -1%[38.3 µM]
O=C(Cc1ccc(Cl)cc1)Nc1ccc(N2CCCC2)cc1 | 14%[46.1 µM] | 3% | -2.6% | 0% | -5% | -6% | 15%[38.3 µM]
COc1ccc(S(=O)(=O)N2CCSC2c2ccccc2)cc1 (configuration not stated) | -10%[46.1 µM] | -9% | -6.3% | 2% | 22% | u | 14%[38.3 µM]
COc1ccccc1C(=O)N/C(=C\c1ccc(Br)cc1)C(=O)NCCO | -7%[46.1 µM] | -10% | 1.8% | -5% | 3% | -11% | -3%
Cc1nc(N=Nc2cc(S(=O)(=O)O)ccc2S(=O)(=O)O)c(COP(=O)(O)O)c(C=O)c1O | x | x | -0.8% | -27% | -20%[21.7 µM] | x | -8%
O=C(Nc1nnc(-c2ccc3c(c2)CCCC3)o1)c1ccc(Cl)cc1Cl | -7%[46.1 µM] | u | -0.8% | 2% | -7% | u | 26%[38.3 µM]
O=C(Oc1cccc(C(=O)N2CCOCC2)c1)c1ccc(Br)cc1 | -10%[46.1 µM] | -3% | 14% | -1% | 0% | 4% | 0%[38.3 µM]
Cc1ccccc1NC(=O)c1cccc2nccnc12 | -27%[46.1 µM] | -11%[9.22 µM] | -0.4% | -6% | 2% | 13% | -1%[38.3 µM]
COc1cc([N+](=O)[O-])ccc1NC(=O)CSc1nccn1C | 4% | -5% | 1.1% | -1% | 3% | x | 8%
CCOC(=O)c1oc2ccc3c(c2c1C)C(=O)CC1(CCN(C(=O)OCC)CC1)O3 | u | 6% | -0.8% | -1% | 10% | u | 4%[38.3 µM]
COC(=O)c1c(-c2ccc3ccccc3c2)csc1NC(=O)Cc1ccc(OC)c(OC)c1 | -11%[46.1 µM] | u | -0.9% | -4% | -16% | u | 8%[38.3 µM]
CCOc1ccc(N(CC(=O)NCCc2ccc(Cl)cc2)S(=O)(=O)c2c(C)[nH]c(=O)[nH]c2=O)cc1 | -6% | -20% | -0.1% | -2% | 7% | x | -3%
OCc1cc(-c2ccc(Cl)c(Cl)c2)on1 | 24% | -3% | 2.1% | 2% | -2% | -2%[46 µM] | -10%
COc1ccccc1/C=N/n1c(C)nnc1-n1nc(C)cc1C | -4%[46.1 µM] | 9% | -4.5% | -4% | -2% | -1% | -15%[38.3 µM]
COc1ccc(Cc2nnc(NC(=O)c3cc(OC)c(OC)c(OC)c3)s2)cc1OC | -1% | 11%[9.22 µM] | 9.9% | -1% | -8% | -16%[46 µM] | 1%
